Screening data: PubChem, The Scripps Research Institute Molecular Screening Center
GPR151 activ = activates the human receptor GPR151; AID 1508602; PathHunter beta-arrestin GPR151 cells, luminescence; activation, % at 11.2 µM; Q8TDV0; actives 1% (n = 650,000); in the data active means activation above about 4.9%;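 further: 0% = median of compound wells and 100% = cells with positive control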
Target sequence (Q8TDV0 whole entry, looked up): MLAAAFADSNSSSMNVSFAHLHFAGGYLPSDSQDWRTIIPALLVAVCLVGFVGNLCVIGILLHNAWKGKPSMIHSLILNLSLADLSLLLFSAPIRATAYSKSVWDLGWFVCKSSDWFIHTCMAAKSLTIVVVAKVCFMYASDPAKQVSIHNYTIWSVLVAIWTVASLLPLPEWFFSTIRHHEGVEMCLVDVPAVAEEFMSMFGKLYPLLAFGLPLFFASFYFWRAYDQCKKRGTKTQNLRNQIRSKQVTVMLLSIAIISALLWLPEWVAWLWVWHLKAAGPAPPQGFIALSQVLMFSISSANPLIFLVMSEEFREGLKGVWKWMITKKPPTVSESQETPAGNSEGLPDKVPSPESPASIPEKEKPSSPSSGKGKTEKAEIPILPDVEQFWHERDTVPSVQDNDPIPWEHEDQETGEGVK
FBW7 act = human FBW7 E3 ligase activation, primary screen. Q969H0. AlphaScreen FBW7–phospho-cyclin E peptide binding, activator screen. normalized activity (activation), % at 26.1 µM. actives 0.13% (n = 650,000); in the data active means normalized activity above about 1.9%;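 further: purified mutant Fbw7 with reduced substrate affinity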
MITF primary = blocks human microphthalmia-associated transcription factor; AlphaScreen MITF homodimerization, bead proximity signal; AID 1259374; inhibition, % at 2.6 µM; actives 0.91% (n = 650,000); in the data active means inhibition above about 50%;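 further: 0% = vehicle wells with protein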
Target sequence (O75030 whole entry, looked up): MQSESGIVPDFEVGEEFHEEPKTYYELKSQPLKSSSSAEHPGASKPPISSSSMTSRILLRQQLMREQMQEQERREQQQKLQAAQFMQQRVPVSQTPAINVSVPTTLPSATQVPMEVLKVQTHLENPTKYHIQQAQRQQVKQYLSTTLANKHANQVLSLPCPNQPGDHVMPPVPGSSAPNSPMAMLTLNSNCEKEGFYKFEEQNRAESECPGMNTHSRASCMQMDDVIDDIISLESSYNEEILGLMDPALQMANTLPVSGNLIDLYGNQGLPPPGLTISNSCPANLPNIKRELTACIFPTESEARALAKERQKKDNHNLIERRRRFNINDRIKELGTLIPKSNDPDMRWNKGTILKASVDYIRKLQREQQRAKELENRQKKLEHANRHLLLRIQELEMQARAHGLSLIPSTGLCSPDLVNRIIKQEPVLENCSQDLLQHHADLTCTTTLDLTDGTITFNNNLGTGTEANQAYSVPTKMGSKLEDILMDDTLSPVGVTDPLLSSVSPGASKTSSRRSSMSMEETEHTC
TEAD-YAP block = TEAD-YAP interaction inhibition; HEK-TIYL cells, TEAD-Gal4/YAP UAS-luciferase luminescence; inhibition, % at 9.12 µM; actives 1.4% (n = 640,000); in the data active means inhibition above about 32%;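 further: 0% = median of test compound wells and 100% = reference inhibitor wells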
Numbers without * were called inactive; & = joins results of further samples.

SMILES	GPR151 activ	FBW7 act	MITF primary	TEAD-YAP block
C=CCSc1nnc2n(-c3ccccc3)c(=O)c3c4c(sc3n12)CCCC4C (configuration not stated)	0.8	-0.2	1	-6
COc1ccc(C(=O)c2sc3nc(C)c(C)c(C)c3c2N)cc1OC	-1.1	0.6	7	-1
COc1ccc(C2C(C#N)=C(N)N(c3ccc(Cl)cc3)C3=C2C(=O)CCC3)cc1 (configuration not stated)	1.4	-0.1	8	-2
O=C1CSC(c2cccnc2)N1c1cccc(F)c1 (configuration not stated)	-1.6	-0.1	8	-2
O=C(Nc1nnc(CCS(=O)(=O)c2ccc(Cl)cc2)s1)c1ccc([N+](=O)[O-])cc1	-1.4	-0.1	1	7
CC(NC(=O)c1ccc(Cl)cc1)c1nnc(SCC(=O)c2ccccc2)n1C (configuration not stated)	-0.5	-0.1	2	14
CCN(C(=O)Cn1nc(C(=O)O)c2ccccc2c1=O)c1ccccc1	0.7	0.0	1	2
COc1ccc(C2CC(c3c(-c4ccccc4)c4cc(Cl)ccc4[nH]c3=O)=NN2C(=O)CN2CCCCC2)cc1 (configuration not stated)	-1.0	0.0	0	5
Cc1c(CN2CCN(C(C)C)C(CCO)C2)c(=O)n(-c2ccccc2)n1C (configuration not stated)	0.0	0.1	-3	-3
O=C1CN(c2nnnn2-c2ccccc2)CCN1	-0.8	-0.3	-1	18
O=[N+]([O-])c1ccc(N2CCCC2)cc1Sc1nc2ccccc2[nH]1	0.5	0.5	6	6
Cn1nccc1Nc1ncc(C(=O)Nc2ccccc2)s1	-0.7	0.2	3	-16
CC(C)N1CCN(C(=O)c2ccccc2)CC1	-1.1	0.2	45	7
N#C/C(=C\c1ccc(O)cc1)c1nc(-c2ccc3c(c2)OCO3)cs1	-1.0	0.7	-3	0
O=C(Nc1cc(Oc2cccnc2)cc([N+](=O)[O-])c1)c1cn(-c2ccccc2)nc1-c1ccccc1	2.7	-0.1	6	1
Cc1ccc(CNC(=O)CSc2nc3ccsc3c(=O)n2Cc2ccccc2F)cc1	-0.6	-0.1	17	8
CN(CCn1ccnc1)Cc1c(C(=O)N(C)Cc2ccccc2)nc2ccccn12	-1.2	-0.1	-9	16
COC(=O)Cc1c(C)c2c(OC(C)=O)cc(C)cc2oc1=O	0.3	0.2	12	6
CCCCOc1ccc(C(=O)NN(CCC#N)C2=NS(=O)(=O)c3ccccc32)cc1	-0.2	-0.2	-8	-20
O=C(CSc1nnc2c(n1)-c1cccc3cccc-2c13)NCc1ccco1	-2.0	0.4	7	-12
Cc1ccc(-c2ccc(/C=C/C(=O)c3ccccc3)o2)cc1	-0.6	-0.3	5	5
CCOC(=O)c1nc(Nc2ccc(C(C)=O)cc2)c2ccccc2n1	-0.1	-0.1	12	11
CCOCCCNC(=O)Cn1c(=S)[nH]c2ccccc2c1=O	1.4	-0.1	-4	1
Cc1[nH]c2ccc(C(=O)NN)cc2c1C	-0.1	-0.2	-14	38*
O=C(NC(Cl)C(Cl)(Cl)Cl)c1ccc(F)cc1 (configuration not stated)	-1.6	0.0	6	0
OCCCNc1cc(-c2ccccc2)nc(-c2cccnc2)n1	-0.5	0.1	0	7
Oc1ccc(C2N(c3ccccc3)CCN2c2ccccc2)cc1	-2.1	0.2	10	-20
O=c1[nH]c(Cl)c(Br)c(=O)[nH]1	0.2	-0.2	-6	-1
CCOC(=O)C1CCN(c2c(Nc3cccc(SC)c3)c(=O)c2=O)CC1	-0.2	0.0	1	55*
O=C(Oc1cc(-c2ccccc2Cl)c2oc(=O)sc2c1)c1ccccc1	0.4	-0.2	4	14
CCCCc1nc2cc(S(=O)(=O)CC)ccc2o1	1.7	0.0	-4	-15
O=C(c1nc2ccccn2c1CNCC1CCN(Cc2ccccc2)C1)N1CCOCC1 (configuration not stated)	0.6	0.0	-2	8

Reformatted with each value named: part of the list above
CCOC(=O)C1CCN(c2c(Nc3cccc(SC)c3)c(=O)c2=O)CC1
  GPR151 activ: -0.2	FBW7 act: 0.0	MITF primary: 1	TEAD-YAP block: 55*
O=C(NC(Cl)C(Cl)(Cl)Cl)c1ccc(F)cc1 (configuration not stated)
  GPR151 activ: -1.6	FBW7 act: 0.0	MITF primary: 6	TEAD-YAP block: 0
O=c1[nH]c(Cl)c(Br)c(=O)[nH]1
  GPR151 activ: 0.2	FBW7 act: -0.2	MITF primary: -6	TEAD-YAP block: -1

Further structures:
SMILES	GPR151 activ	FBW7 act	MITF primary	TEAD-YAP block
COC(=O)C(Cc1c[nH]c2ccccc12)NC(=O)COc1ccc2c(C)cc(=O)oc2c1 (configuration not stated)	1.1	-0.2	-12	11
CCOC(=O)COc1cccc(/C=c2\sc3n(c2=O)C(c2ccccc2OC(C)C)C(C(=O)OCC)=C(C)N=3)c1 (configuration not stated)	2.4	0.2	2	-14
O=C(CCc1nnc(C2CCCCC2)o1)N1CCN(C2CCCCC2)CC1	-0.2	0.8	13	0
O=C(CS(=O)(=O)Cc1ccccc1)Nc1ccc(Br)cc1F	1.2	-0.1	-11	-10
Cc1cc(NCc2cccc(C(F)(F)F)c2)nc(N2CCC(N3CCOCC3)CC2)n1	2.3	-0.1	8	-7
O=C1c2ccccc2CCC1C1(O)C(=O)Nc2ccccc21 (configuration not stated)	-0.2	-0.2	0	5
COc1ccc2c(c1)C[C@H](C(=O)Nc1ccc(-c3cn[nH]c3)cc1OCCN(C)C)N(CC1CC1)C2	0.2	0.0	13	1
O=C(CN(C(=O)C(=O)Nc1ccc2c(c1)OCCO2)c1cccnc1)NC1CCCC1	1.7	0.0	-12	-6
OCCC1CN(Cc2ccc(O)c(Cl)c2)CCN1Cc1ccccc1F (configuration not stated)	-1.1	0.0	6	7
COc1cccc(N(C2C=CS(=O)(=O)C2)S(=O)(=O)c2ccc(C)cc2)c1 (configuration not stated)	-1.2	-0.1	5	-3
CCOc1ccc2nc(N/C(N)=N/S(=O)(=O)c3ccc(NC(C)=O)cc3)nc(C)c2c1	1.3	-0.3	-5	4
CCS(=O)(=O)N1CCN(C(=O)c2cccc(F)c2)CC1	-0.4	0.2	6	1
Cc1ccc(C2C(C#N)=C(N)Oc3n[nH]c(C(F)(F)F)c32)cc1 (configuration not stated)	-0.9	0.1	15	-2
C/C(=N\NC(=S)N1CCOCC1)c1ccccc1	0.0	-0.3	20	8
O=C(CSc1n[nH]c(=O)n1Cc1ccccc1)Nc1ccc(F)c([N+](=O)[O-])c1	2.9	0.0	11	0
O=C(O)c1ccc(Cl)c(S(=O)(=O)NC2CCCc3ccccc32)c1 (configuration not stated)	-1.0	-0.1	-3	-1
CC(OC(=O)c1cccc(N2C(=O)C3CC=CC(C)C3C2=O)c1)C(=O)c1ccccc1 (configuration not stated)	-0.7	0.1	1	9
Nc1nc(-c2ccco2)nc(-c2ccco2)n1	-0.8	0.2	-3	-2
O=C1CCC(C(=O)Nc2ccc(I)cc2)=NN1	1.7	-0.1	0	-50
N#Cc1c(C(F)(F)F)cc(-c2cccs2)nc1SCC(=O)Nc1ccccc1	0.4	0.3	2	3
O=C(Nc1ccc(F)cc1)c1cc(N2CCN(Cc3ccccc3)CC2)nc2ccccc12	-1.0	0.0	-5	1
CC(C)CN1CCN2C(=O)[C@H](Cc3cnc[nH]3)NC(=O)[C@H]2C1	-1.0	0.0	9	14
COc1ccc2c(c1)CC(C(=O)Nc1ccc(-c3cn[nH]c3C)cc1OCC(=O)N(C)C)CO2 (configuration not stated)	0.4	-0.4	18	-1
CC(C)(C)c1cc(NC(=O)C2CCCO2)no1 (configuration not stated)	0.0	-0.1	7	-37
COCCNC(=O)CCC1CCN(C/C=C/c2ccccc2OC)CC1	-1.4	0.0	1	-6
CC1CCC(NC(=O)CCNS(=O)(=O)c2cc(Br)cnc2N)CC1 (configuration not stated)	-2.0	0.0	5	5
CN(Cc1cccnc1)C(=O)CCc1nnc(CCCCc2ccccc2)o1	-0.2	0.0	-8	1
Cc1ccc(S(=O)(=O)NCC(c2ccco2)S(=O)(=O)c2cccs2)cc1 (configuration not stated)	-0.6	1.1	18	0
COc1ccc(C)cc1NC(=O)c1cc2c(CO)cnc(C)c2oc1=Nc1ccccc1	0.4	-0.1	1	4
Cc1cccc(C)c1NC(=O)c1cc(S(=O)(=O)N2CCN(c3cccc(Cl)c3)CC2)ccc1F	-1.4	0.1	6	0
Cc1cc(NC(=O)CN(C2=NC3CS(=O)(=O)CC3S2)c2ccc(C(C)C)cc2)n[nH]1 (configuration not stated)	-0.9	-0.8	-20	2
O=C(OCc1nc2ccccc2s1)c1ccc([N+](=O)[O-])s1	3.7	0.0	-4	3
COc1ccc(N(C(=O)c2c(F)cccc2F)C2C=CS(=O)(=O)C2)cc1 (configuration not stated)	1.1	0.0	-12	6
CCC(=O)N1CCN(c2ccc([N+](=O)[O-])c(NCc3ccco3)c2)CC1	0.6	0.0	9	-11
CCOC(=O)C1CCN(S(=O)(=O)c2ccc(C)s2)CC1	2.0	0.1	8	3
COc1ccc(-n2nc(C(=O)NCC(=O)N3CCN(Cc4ccc5c(c4)OCO5)CC3)c3ccccc3c2=O)cc1Cl	-0.6	0.2	10	12
CCOP(=O)(c1ccccc1)C(O)c1ccc(F)cc1 (configuration not stated)	0.6	0.2	14	9
O=C1C2C3C=CC(C3)C2C(=O)N1Nc1c(Cl)cc(Cl)cc1Cl (configuration not stated)	6.6*	0.0	1	2
O=C(Nc1ccc(C(F)(F)F)cc1)c1ccc(CO)cc1	-1.5	0.2	12	-35
O=C(NCCCl)c1ccc2ccccc2n1	1.6	-0.1	-7	7

In the list so far, five have a cyano group:
SMILES	GPR151 activ	FBW7 act	MITF primary	TEAD-YAP block
COc1ccc(C2C(C#N)=C(N)N(c3ccc(Cl)cc3)C3=C2C(=O)CCC3)cc1 (configuration not stated)	1.4	-0.1	8	-2
N#C/C(=C\c1ccc(O)cc1)c1nc(-c2ccc3c(c2)OCO3)cs1	-1.0	0.7	-3	0
CCCCOc1ccc(C(=O)NN(CCC#N)C2=NS(=O)(=O)c3ccccc32)cc1	-0.2	-0.2	-8	-20
Cc1ccc(C2C(C#N)=C(N)Oc3n[nH]c(C(F)(F)F)c32)cc1 (configuration not stated)	-0.9	0.1	15	-2
N#Cc1c(C(F)(F)F)cc(-c2cccs2)nc1SCC(=O)Nc1ccccc1	0.4	0.3	2	3

(further entries)
SMILES	GPR151 activ	FBW7 act	MITF primary	TEAD-YAP block
CC[C@]1(O)CC2CN(CCc3c([nH]c4ccccc34)[C@@](C(=O)OC)(c3cc4c(cc3OC)N(C=O)[C@H]3[C@@](O)(C(=O)OC)[C@H](OC(C)=O)[C@]5(CC)C=CCN6CC[C@]43[C@@H]65)C2)C1 (some centres not stated)	0.3&0.4&-1.1	0.5&-0.1&0.2	15&19&-4	56*
O=C(Nc1cc(Oc2cccnc2)cc([N+](=O)[O-])c1)c1cc2nc(-c3ccccc3)cc(-c3ccccc3)n2n1	0.9	0.1	-3	1
Cc1ccc(C(=O)CO/N=C/c2cccc([N+](=O)[O-])c2)cc1	-0.3	-0.1	-2	-3
O=C(O)c1ccc2c(c1)NC(=O)C(CS(=O)(=O)Cc1cccc(Cl)c1)N2 (configuration not stated)	-1.6	0.4	8	-3
O=C(NC(=S)Nc1cc([N+](=O)[O-])ccc1F)c1cccs1	-0.8	0.0	-15	-2
Cc1nnc(NC(=O)COc2ccc(-c3ccccc3)cc2Br)s1	-2.7	0.8	1	-10
O=C(Nc1ccc2c(c1)OCO2)c1cnc(NCc2cccnc2)s1	1.3	-0.2	4	-3
CCOC(=O)c1cc([N+](=O)[O-])sc1NC(=O)c1ccc(Br)cc1	-1.5	0.1	-12	-8
CC1CCCC(C)N1C(=O)Cn1c(SCC(=O)N2CCCCC2)nc2ccccc21 (configuration not stated)	0.1	0.1	5	-4
CCOC(=O)c1[nH]c(C)c(C(=O)Nc2cccc(Cl)c2)c1C	0.3	0.1	-22	46*
COC(=O)c1ccc(COC(=O)CNS(=O)(=O)c2ccccc2)cc1	-0.9	0.2	20	7
O=C(CSc1nc2ccccc2s1)N/N=C/c1c(O)[nH]c(=O)[nH]c1=O	1.2	-0.1	2	6
CCNC(=O)/C(=C/c1ccc(Br)cc1)NC(=O)c1ccccc1	0.3	0.3	12	5
CCOC(=O)c1ccc2c(c1)C1C=CCC1C(c1ccc(Cl)cc1Cl)N2 (configuration not stated)	-0.8	-0.1	6	8
COc1ccc2cc(C3CC(c4ccccc4)=NN3C(C)=O)c(Cl)nc2c1 (configuration not stated)	1.4	0.1	14	-8
CCc1ccc(C(=O)c2ccccc2C(=O)O)cc1	-0.1	0.0	5	-3
COC(=O)c1ccc(N/C(=N/S(=O)(=O)c2ccccc2)c2ccccc2)cc1	1.4	0.3	2	-1
O=C(CSc1nc2ccc(N3C(=O)C4CCCCC4C3=O)cc2s1)N1CCc2ccccc21 (configuration not stated)	0.8	-0.1	1	1
O=C(Nc1cccc(F)c1)Nc1ccnn1C1CCN(C(=O)CC2CC2)CC1	-0.2	0.0	10	-39
COc1ccc2c(c1OC)C(=O)OC2OC(C)=O (configuration not stated)	-0.5	0.0	2	25
CCOc1ccc(NC(=O)C(C)N(c2ccc(C)cc2)S(C)(=O)=O)cc1 (configuration not stated)	-1.0	0.3	13	-2
Cn1cnnc1SCC(=O)Nc1sc2c(c1C#N)CCC(C(C)(C)C)C2 (configuration not stated)	0.8	0.0	-4	-1
Cn1cc(S(=O)(=O)Oc2ccc(F)cc2F)c(=O)n(C)c1=O	0.6	0.2	26	2
